S3 lipid droplet = qHTS Assay for Lipid Storage Modulators in Drosophila S3 Cells. Drosophila S3 cells, BODIPY lipid droplet fluorescence, 18-24 h; cells fed with added oleic acid. Potency in µM for hits, for the others lipid storage change, negative = inhibition, % at the top dose, mostly 46.1 µM. actives 0.64% (n = 320,000). AID 2685; active = well fitted inhibition curve with a large enough effect in the signal ratio, with a control signal flat, not every such curve was filed as active; inconclusive = small, poorly fitted or top-dose-only effect, or effect the other way, or a change in a side signal; the % refers to the signal ratio
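Drosophila S3 cells loaded with oleic acid (400 uM, as added) and compounds at several concentrations; lipid droplets imaged by 488-nm laser-scanning cytometry, 500–530 nm intensity and object ratio to cell channel. Percent activity normalized to 20 uM Triacsin C.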
S3 lipid droplet cell count max = recorded beside S3 lipid droplet, whose call it bears; cell number change, %; measured here: cell count max response;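 cells counted by Cell Tracker Red CMTPX staining in the red channel; peak over a dose series mostly up to 46.1 µM; percent activity relative to internal control wells on each plate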
* = called active by the depositor; i = inactive; ? = inconclusive; . = not tested or not shown; [ ] = another dose, or the depositor's remark. % is set by controls: 0 for no effect and ±100 for the full control effect; potency is the fitted concentration of half-maximal effect. An excerpt; the hit share may differ from the screen's.

The line under a structure holds: S3 lipid droplet, S3 lipid droplet cell count max
CC[C@H](C)[C@H](NC(N)=O)C(=O)NNC(=O)c1ccc(COc2cccc3cccnc23)cc1
    ?, .
O=C(CNC(=O)c1ccccc1)NCC(=O)OCc1ccccc1Cl
    16%, -15
O=C(COc1cccc(-n2cnnn2)c1)Nc1ccc([N+](=O)[O-])cc1
    ?, .
Cc1ccc(OCC(=O)N(Cc2ccccc2)c2ccccn2)cc1
    8%, 6
CSc1ncccc1C(=O)N(C)CC(=O)Nc1cccc(F)c1
    ?, .
Cc1c(N2C(=O)C(C)SC23C(=O)Nc2ccccc23)c(=O)n(-c2ccccc2)n1C (centres undefined)
    i, .
COc1ccc(-c2csc3ncnc(N4CCN(S(=O)(=O)c5ccc(C)cc5)CC4)c23)cc1
    ?, .
CCCN(CC(=O)Nc1ccc(F)c(F)c1F)C(=O)Cc1ccc(S(=O)(=O)N2CCOCC2)s1
    ?, .
COc1ccccc1/C=C1/C(=O)N(c2ccc([N+](=O)[O-])cc2)N=C1C
    ?, .
CC1CCN(C(=O)COC(=O)C2CCN(S(=O)(=O)c3c(Cl)cccc3Cl)CC2)CC1
    -13%[0.0737 µM], .
CN(CCC#N)C(=O)COC(=O)c1c2c(nc3ccccc13)/C(=C/c1ccco1)CC2
    9%, -4
CC(C)c1ccc(NC(=O)COc2ccccn2)cc1
    ?, .
COC(=O)Cc1ccc(NC(=S)N2CCN(c3ccc(OC)cc3)CC2)cc1
    4%, 5
C=CCSc1nnc(CNC(=O)c2ccc(Cl)cc2)n1CC
    -6%, -1
CCCNC(=S)N1CCC(NC(=O)C2CCCCC2)CC1
    -12%, -17
O=C(NCc1ccc(Cl)cc1)c1ccc(CSc2nc3ccncc3[nH]2)cc1
    ?, .
CCOc1cc2c(cc1OCC)CN(CC(=O)Nc1ccccc1C(=O)NC1CC1)CC2
    6%, -1
O=C(CSc1n[nH]c(=O)[nH]c1=O)NCC1CCCCC1
    -10%, 2
Cc1nnc(NC(=O)c2ccco2)s1
    9%, 0
COc1ccc(-n2c(CN3CCN(c4ccc(F)cc4)CC3)nc3ccc([N+](=O)[O-])cc3c2=O)c(OC)c1
    13%, 10

3 entries drawn at random from those above:
The line under a structure holds: S3 lipid droplet, S3 lipid droplet cell count max
O=C(NCc1ccc(Cl)cc1)c1ccc(CSc2nc3ccncc3[nH]2)cc1
    ?, .
O=C(CSc1n[nH]c(=O)[nH]c1=O)NCC1CCCCC1
    -10%, 2
O=C(CNC(=O)c1ccccc1)NCC(=O)OCc1ccccc1Cl
    16%, -15

Following part:
The line under a structure holds: S3 lipid droplet, S3 lipid droplet cell count max
Cc1ccccc1NC(=O)CCCSc1nc2ccccc2s1
    19%, 30
Cc1nc([N+](=O)[O-])cn1CC(O)c1ccc(-c2ccccc2)cc1 (centres undefined)
    ?, .
CCn1c(N)c(C(=O)NC2CCCCC2)sc1=S
    0%, -11
O=C(Nc1scc(-c2ccccc2)c1C(=O)O)c1ccccc1Cl
    ?, .
COc1cccc(-c2nc(-c3ccc(NC(=O)c4ccncc4)cc3)no2)c1
    ?, .
Cc1ccccc1NC(=S)Nn1cnnc1
    ?, .
CC1CN(C(=O)COc2ncnc3ccccc23)CC(C)O1 (centres undefined)
    ?, .
O=C(NNC(=O)C1C2CCC(C2)C1C(=O)O)c1cccc(Cl)c1 (centres undefined)
    ?, .
CCCNC(=O)c1ccc2c(c1)S(=O)(=O)c1ccccc1C2=O
    -27%, 6
CC(C)n1c(-c2ccco2)csc1=Nc1cccnc1
    ?, .
Cc1onc(-c2ccccc2Cl)c1C(=O)N1CCC(Cc2ccccc2)CC1
    ?, .
COc1cc(OC)cc(C(=O)NCc2cccnc2)c1
    i, .
Cc1ccc(S(=O)(=O)NCc2ccncc2)cc1
    ?, .
N#C/C(=C(\O)Cc1ccccc1)c1nc2ccccc2[nH]1
    ?, .
COc1cc(CN2CCNC(=O)C2CC(=O)N2CCCCO2)cc(OC)c1 (centres undefined)
    20%, 0
O=C(Nc1cccc(Cl)c1)N1CCN(Cc2ccccc2)CC1
    ?, .
CCOC(=O)CCCNc1ccc([N+](=O)[O-])cc1[N+](=O)[O-]
    4%, 0
CCn1cc(-c2ccnc3cc(C(=O)O)nn23)c(C)n1
    ?, .
c1cncc(-c2nc3cc(Cc4ccc5oc(-c6cccnc6)nc5c4)ccc3o2)c1
    20%, 16
CCC1Oc2ccccc2N(CC(=O)NCCc2ccc(OC)c(OC)c2)C1=O (centres undefined)
    ?, .

Further records:
structure | S3 lipid droplet | S3 lipid droplet cell count max
CC(C)c1[nH]nc2c1C(c1cccnc1)C(C#N)=C(N)O2 (centres undefined) | ? | .
COc1ccccc1NC(=O)CSc1nc(N)c(C#N)cc1C#N | -23% | .
CCc1cc2c(=O)n(C(C)C(=O)OC3CCCCC3)cnc2s1 (centres undefined) | i | 8
COc1ccc(-c2nnn(CC(=O)OC3CCCCC3)n2)cc1OC | ? | .
CCCCN=C1CC(C)(C)CC(=O)/C1=C(/O)CCCN1C(=O)c2ccccc2C1=O | 16% | 13
Cc1cc2nc(CCl)cc(=O)n2[nH]1 | -5% | -18
Cc1c(C)n(C)c2ccc(C(=O)Nc3cccc4ccccc34)cc12 | ? | .
CC(CCc1ccccc1)NC(=O)COC(=O)C(CCC(N)=O)NC(=O)c1ccc(F)cc1 (centres undefined) | ? | .
O=C(COC(=O)CNC(=O)C1CCCCC1)Nc1ccccc1Cl | ? | .
CC1(C)CC(N2CCCC2)=CC(=[N+]2CCCCCC2)C1 | ? | .
CC1CN(C(=O)/C=C/c2ccc(SC(F)F)cc2)CC(C)O1 (centres undefined) | ? | .
CCN1CCN(CC(=O)Nc2cccc(C)c2C)C(=O)C1=O | 10% | 4
COc1ccc(OCCCC(=O)NNC(=O)c2ccncc2)cc1 | 12% | 18
CCC(C)[C@H](NC(=O)[C@@H]1CSC2c3ccccc3C(=O)N21)C(=O)NCC1CCCO1 (some centres undefined) | ? | .
CCNC1CCS(=O)(=O)C1 (centres undefined) | 6% | -2
CCC1(c2ccccc2)NC(=O)N(CC(=O)Nc2ccccc2N2CCCCC2)C1=O (centres undefined) | ? | .
O=C(O)c1ccc(S(=O)(=O)N2CCC(Cc3ccccc3)CC2)cc1 | i | -1
O=C(Cc1n[nH]c(=O)c2ccccc12)OCC(=O)c1ccc2c(c1)OCCO2 | ? | .
CC(C)(CNC(=O)c1ccc(Cl)c(S(=O)(=O)N2CCc3ccccc3C2)c1)N1CCOCC1 | ? | .
COc1cccc(CN2CCNC(=O)C2CC(=O)O)c1OC (centres undefined) | 2% | 4
CCOc1ccc(OCCC(=O)OCC(=O)Nc2cc(C)nn2-c2ccccc2)cc1 | 16% | 2
COc1ccc(C2C(C(=O)Nc3cccc(C)n3)CCC(=O)N2c2ccc(OC)cc2)cc1 (centres undefined) | ? | .
CSCCC(NC(=O)c1ccco1)C(=O)NCc1ccc2c(c1)OCO2 (centres undefined) | ? | .
CC(=O)c1cccc(OCC(=O)Nc2ccccc2N2CCOCC2)c1 | ? | .
CC1CCCCN1Cc1c(O)ccc2c(=O)c(-c3nc4ccccc4s3)coc12 (centres undefined) | 5% | 4
CC(=O)c1cccc(NC(=O)C(C)OC(=O)c2cccc(-n3cnnn3)c2)c1 (centres undefined) | i | -10
CC(C)(C)c1ccc(C(=O)Nc2ccc(O)c3c(=O)cc(-c4ccccc4Cl)oc23)cc1 | ? | .
Cc1ccccc1Cc1c(C)nc2nc(SCC(=O)NCCCN3CCCC3)nn2c1C | -9% | 14
COc1ccc(/C=C/C(=O)NNC(=O)c2ccncc2)c(OC)c1 | ? | .
CCn1c(SCC(=O)Nc2ccccc2F)nc2c(c1=O)SC(C)C2 (centres undefined) | -4% | 11
CN(CC(=O)Nc1cccc(F)c1)C(=O)CCCc1nc2ccccc2c(=O)[nH]1 | i | .
Clc1ccc(SCCCN2CCCCC2)cc1 | 4% | 20
Cc1ccc(S(=O)(=O)N2CCN(Cc3ccco3)CC2)cc1C | ? | .
O=C(Nc1ccc(Br)cc1)N1CCCCCCC1 | ? | .
COCCNC(=O)c1c[nH]n2c(=O)cc(C3CCN(C(=O)OC(C)(C)C)CC3)nc12 | 1% | .
Cc1ccc(-c2nn(C)c(=O)c3ccccc23)cc1S(=O)(=O)N1CCOCC1 | -5% | -13

Overlap with the part before: six entries, then new ones.
structure | S3 lipid droplet | S3 lipid droplet cell count max
CN(CC(=O)Nc1cccc(F)c1)C(=O)CCCc1nc2ccccc2c(=O)[nH]1 | i | .
Clc1ccc(SCCCN2CCCCC2)cc1 | 4% | 20
Cc1ccc(S(=O)(=O)N2CCN(Cc3ccco3)CC2)cc1C | ? | .
O=C(Nc1ccc(Br)cc1)N1CCCCCCC1 | ? | .
COCCNC(=O)c1c[nH]n2c(=O)cc(C3CCN(C(=O)OC(C)(C)C)CC3)nc12 | 1% | .
Cc1ccc(-c2nn(C)c(=O)c3ccccc23)cc1S(=O)(=O)N1CCOCC1 | -5% | -13
CC(=O)Oc1ccc2c3c(c(=O)oc2c1C)CCCC3 | 21% | 19
COc1ccccc1C(=O)NCCn1cc(SCC(=O)Nc2nnc(C)s2)c2ccccc21 | ? | .
COc1ccc(CCN2C(=O)C3C4C=CC(C4)C3C2=O)cc1OC (centres undefined) | ? | .
COc1cc(C(=O)NC(C)c2cnn(-c3ccccc3C)c2C)cc(OC)c1OC (centres undefined) | -15% | 13
O=C1CC(c2ccc(Cl)cc2)CC(O)=C1C=NCc1ccc(Cl)c(Cl)c1 (centres undefined) | ? | .
COc1ccc(C(c2c[nH]c3ccccc23)c2c[nH]c3ccccc23)cc1O | ? | .
COc1ccc(C2/C(=C(/O)c3ccc(F)cc3)C(=O)C(=O)N2CCCN2CCOCC2)cc1OC (centres undefined) | -20% | .
O=C(Nc1ccc(F)c(F)c1)c1ccc2c(c1)OCO2 | -1% | -9
Cc1cc(C)n(CCN(C)C(=O)C2CCC(=O)N(CCN3CCOCC3)C2)n1 (centres undefined) | 11% | 4
CC1(C)C2CCC(C2)C1(C)NC(=O)CNCC1CCCCC1 (centres undefined) | ? | .
Cc1ccccc1CNC(=O)c1ccc(CSCc2ccccc2)cc1 | ? | .
COc1ccc2[nH]c(C(=O)O)c(NC(=O)c3ccccc3[N+](=O)[O-])c2c1 | -3% | 20
CC(C)n1cc(NC(=O)COc2ccccc2Cl)cn1 | ? | .
Cc1sc(N)nc1-c1ccc2c(c1)OCCO2 | -5% | -1
COc1ccc(C)cc1NC(=O)CSc1nnc2ccc(-c3ccccn3)nn12 | ? | .
O=C(NC1CCCCC1)C(c1ccc(F)cc1)N(Cc1ccco1)C(=O)c1csnn1 (centres undefined) | ? | .
COc1ccc2oc(C(=O)OCC(=O)NCc3ccc(OC)c(OC)c3)c(C)c2c1 | ? | .
CC1CC(C)C[N+](=C2C=C(N3CCCC3)CC(C)(C)C2)C1 (centres undefined) | ? | .
Cc1cc(NC(=O)CS(=O)(=O)c2c[nH]c3ccccc23)no1 | -10% | -10
Cc1cc(C(=O)Nc2ccncc2)c2ccccc2n1 | ? | .
O=C(c1ccc(O)cc1)c1ccc(C(=O)c2ccc(O)cc2)cc1 | ? | -7
Cc1nc2ccc(-c3nc4ccccc4o3)cc2[nH]1 | ? | .
O=C(CNC(=O)c1ccc(Cl)cc1Cl)OCC(=O)N1CCN(c2ccccc2)CC1 | i | 12
C=CCOC(=O)c1c(C)nc2cc3c(cc2c1C)OCO3 | ? | .
COC(=O)C1CSC(C(=O)OC)N1C(=O)Nc1ccc(Cl)cc1 (centres undefined) | -11% | -10
COc1ccc(CNC(=O)CN(CC2CCCO2)C(=O)CNS(=O)(=O)c2ccccc2)cc1 (centres undefined) | i | -10
O=C(CN1N=C(C(F)(F)F)CC1(O)c1ccc([N+](=O)[O-])cc1)c1ccccc1 (centres undefined) | 2% | -9
COC(=O)CSc1nnc(-c2cnccn2)n1C | 10% | 3
C=CCOc1ccccc1CN1CCN(CCc2ccccc2)C(CCO)C1 (centres undefined) | -2% | 18
COc1ccccc1CNc1nc(S(=O)(=O)c2ccccc2)c(Cl)s1 | 9% | 0
CC(=O)c1c(O)cc(=O)n(-c2ccccc2)c1-c1ccc(Cl)cc1 | ? | .
Cc1ccc(S(=O)(=O)N2CCC(C(=O)OC(C)C(=O)NC(N)=O)CC2)cc1C (centres undefined) | -21% | .
Clc1ccc(-c2nnc(NCc3ccccc3)c3ccccc23)cc1 | -22% | -10
COC(=O)CCN(C(=O)c1ccc(N2CCCCC2)c([N+](=O)[O-])c1)c1ccccn1 | ? | .
Cc1ccccc1C(=O)N/N=C1/SCC(=O)N1Cc1ccc2c(c1)OCO2 | ? | .
COc1ccc(C)cc1NC(=O)C(Sc1nncn1C)c1ccccc1 (centres undefined) | ? | .
C/C(=N\S(=O)(=O)c1ccc(C)cc1)NC(=S)Nc1ccccc1 | ? | .
COC(=O)CN1C(c2ccccc2)=Nc2ccc(Cl)cc2C1c1ccccc1 (centres undefined) | ? | .
Cc1onc(-c2ccccc2)c1C(=O)c1c[nH]c(C(=O)NCc2ccccn2)c1 | ? | .
O=C(NCC1CCCO1)C(c1cccs1)N(C(=O)c1ccc(-c2ccccc2)[nH]1)C1CCCC1 (centres undefined) | ? | .
C=CCNC(=S)N(C1CCCCC1)C1CCCCC1 | -26%[9.22 µM] | -30
Cc1cc2c(s1)c1cnn(CC(=O)NCCc3ccccc3)c(=O)c1n2C | 13% | 0

From PubChem BioAssay
